From PubChem
PGK inhibitor: qHTS Assay to Find Inhibitors of Phosphoglycerate Kinase; PGK/GAPDH coupled, Kinase-Glo luminescence, 60 min; Potency, µM (doses to about 57.5 µM), for the others: top-dose activity change, negative = inhibition, most hits filed as inhibitors; 380,000 compounds, 0.043% hits; also: % is scaled to controls: 0 for no effect and ±100 for the full control effect; nearly all actives have a fitted effect of over 60% in size
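Recombinant glycosomal PGK reaction used 1,3-bisphosphoglycerate generated in-well by GAPDH (100nM final) in 100mM TEA pH 7.6, 5mM MgCl2, 0.01% Tween-20. After 60 minutes at room temperature, ATP was read by Kinase-Glo Plus luminescence end-point.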
Pol iota inh: qHTS for Inhibitors of Polymerase Iota | Pol iota fluorescent replication assay, 10 min | AID 588590, 2011 | 390,000 compounds, 1% hits | Potency, µM (titrated, usually from 115 µM), for inactives: at the highest dose activity, negative = inhibition, hits mostly inhibitors
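Pol iota at 10 nM preincubated 15 min with compounds at room temperature; reaction started with fluorescent substrate, 50 nM final. Fluorescence read kinetically at 0 and 10 min; buffer-only wells as negative control.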
G9a block: qHTS Assay for Inhibitors of Histone Lysine Methyltransferase G9a. Histone-lysine N-methyltransferase EHMT2 (Homo sapiens), Q96KQ7. G9a H3K9 monomethylation, AlphaScreen, 2 h. Potency, µM (top dose mostly 102 µM), without a hit: at the highest dose activity, negative = inhibition, most hits filed as inhibitors. 350,000 compounds, 8.8% hits. AID 504332, 2011; also: % is scaled to controls: 0 for no effect and ±100 for the full control effect; nearly all actives have a fitted effect of over 75% in size
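Using a bead-based AlphaScreen, monomethylated H3K9 product from 2 h room-temperature reactions (G9a 20 nM, peptide 500 nM, SAM 20 uM) was detected with 0.5 ug/mL rabbit anti-H3K9me1 antibody.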
BAZ2B block: qHTS Assay for Inhibitors of BAZ2B | AlphaScreen BAZ2B-H3K14Ac peptide displacement | Potency, µM (top dose mostly 114 µM), for the others: top-dose activity change, negative = inhibition, hits mostly inhibitors | 360,000 compounds, 4.4% hits | AID 504333, 2011; also: % is scaled to controls: 0 for no effect and ±100 for the full control effect; nearly all actives have a fitted effect of over 60% in size
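Compounds, titrated to a top concentration of 110 uM, were incubated 30 min at room temperature with preformed BAZ2B/acetyl-K14 H3 peptide complex (50 nM each). Proximity signal was measured by AlphaScreen after 20 min with beads.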
JMJD2A Tudor inh: qHTS Assay for Inhibitors of JMJD2A-Tudor Domain. Lysine-specific demethylase 4A (Homo sapiens), O75164. AlphaScreen JMJD2A-Tudor / H3K4me3 peptide binding. Potency, µM (series often up to 114 µM), for the others: at the top dose activity change, negative = inhibition, usual class: inhibitors. 390,000 compounds, 4.4% hits; also: % is scaled to controls: 0 for no effect and ±100 for the full control effect; nearly all actives have a fitted effect of over 50% in size
Pin1 inh: qHTS Assay to Find Inhibitors of Pin1 | Peptidyl-prolyl cis-trans isomerase NIMA-interacting 1 (Homo sapiens), Q13526 | Pin1 FP peptide displacement, HiFluor488, 10 min | Potency, µM (series often up to 115 µM), for inactives: at the top dose activity, negative = inhibition, most hits filed as inhibitors | 390,000 compounds, 0.009% hits; active = well fitted inhibition curve with a large enough effect in the polarisation, with a control signal flat, not every such curve was filed as active; inconclusive = small, poorly fitted or top-dose-only effect, or effect the other way, or a change in a side signal; inactive = no such curve, though single readings can be large or run the other way; the % refers to the polarisation; also: % is scaled to controls: 0 for no effect and ±100 for the full control effect
Target sequence (Q13526 whole entry, looked up): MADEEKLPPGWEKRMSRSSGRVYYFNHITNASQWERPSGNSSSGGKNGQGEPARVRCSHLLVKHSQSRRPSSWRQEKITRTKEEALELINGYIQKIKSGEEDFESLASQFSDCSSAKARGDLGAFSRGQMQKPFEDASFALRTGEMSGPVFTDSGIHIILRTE
HP1b binding inh: HTS for Inhibitors of HP1-beta Chromodomain Interactions with Methylated Histone Tails; AID 540317, 2011; Potency, µM (series often up to 114 µM), for inactives: at the top dose activity change, negative = inhibition, actives largely listed as inhibitors; 390,000 compounds, 0.56% hits; AlphaScreen HP1-beta / biotin-H3K9me3 peptide binding; also: nearly all actives have a fitted effect of over 70% in size; inactives centre near 23
Target sequence (P83916 whole entry, looked up): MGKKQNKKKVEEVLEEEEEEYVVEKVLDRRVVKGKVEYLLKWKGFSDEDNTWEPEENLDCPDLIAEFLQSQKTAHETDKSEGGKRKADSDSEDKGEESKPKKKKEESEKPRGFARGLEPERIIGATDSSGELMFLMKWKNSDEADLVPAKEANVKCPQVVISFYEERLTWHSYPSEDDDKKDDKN
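AlphaScreen: HP1-beta (50 nM) preformed 30 min with biotin-H3(1-18)K9me3 peptide (50 nM) in PBS pH 7.4, 0.01% Tween-20. Compound added for 30 min at RT, then streptavidin donor/nickel chelate acceptor beads (10 ug/mL) for 30 min.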
GLS inh: qHTS for Inhibitors of Glutaminase (GLS); GLS enzymatic activity, qHTS titration; AID 624170, 2012; 410,000 compounds, 0.21% hits; Potency, µM (series often up to 45.5 µM), inactives show at the highest dose activity change, negative = inhibition, most hits filed as inhibitors; Glutaminase kidney isoform, mitochondrial (Homo sapiens), O94925; also: % is scaled to controls: 0 for no effect and ±100 for the full control effect
Target sequence (O94925 whole entry, looked up, canonical isoform): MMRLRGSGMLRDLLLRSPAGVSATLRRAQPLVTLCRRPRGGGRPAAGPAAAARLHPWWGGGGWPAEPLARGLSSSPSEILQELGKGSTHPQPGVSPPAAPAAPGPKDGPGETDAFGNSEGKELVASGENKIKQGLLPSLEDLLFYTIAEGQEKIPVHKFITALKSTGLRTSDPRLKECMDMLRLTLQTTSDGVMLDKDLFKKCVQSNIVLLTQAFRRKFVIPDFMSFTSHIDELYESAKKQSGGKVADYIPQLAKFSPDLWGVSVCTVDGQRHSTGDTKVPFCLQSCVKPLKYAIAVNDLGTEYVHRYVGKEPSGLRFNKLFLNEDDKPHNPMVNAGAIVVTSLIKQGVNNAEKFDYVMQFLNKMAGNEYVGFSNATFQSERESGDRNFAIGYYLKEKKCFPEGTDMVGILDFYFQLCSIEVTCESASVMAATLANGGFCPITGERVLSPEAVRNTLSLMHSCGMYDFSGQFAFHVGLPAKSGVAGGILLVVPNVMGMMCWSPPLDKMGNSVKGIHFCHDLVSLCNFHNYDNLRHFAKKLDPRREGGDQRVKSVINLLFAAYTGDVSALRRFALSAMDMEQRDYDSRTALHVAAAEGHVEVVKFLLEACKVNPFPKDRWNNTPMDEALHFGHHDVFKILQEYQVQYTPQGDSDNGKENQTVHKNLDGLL
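hKGA in 45 mM KH2PO4 (pH 8.2), 0.02% Tween-20 with compound, then 1mM L-Glutamine (stock as added) plus glutamate oxidase/HRP/Amplex red coupling mix. Fluorescence read initially and after 30 min at RT; signal change reflects glutamate formation.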
BLM helicase inh: qHTS Assay for Inhibitors of Bloom's syndrome helicase (BLM); RecQ-like DNA helicase BLM (Homo sapiens), P54132; Potency, µM (top dose mostly 56.1 µM), for the others: top-dose activity change, negative = inhibition, usual class: inhibitors; recombinant BLM DNA unwinding, fluorescence dequenching; 350,000 compounds, 0.2% hits;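 also: plate controls were vehicle for no effect and no enzyme for full effect; nearly all actives have a fitted effect of over 35% in size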
* marks the source's active call; other numbers are inactive results; i = inactive; ? = inconclusive; · = not tested or not shown; & = joins results of further samples; [ ] = another dose, or the depositor's remark. Unless noted, calls follow the shape of the dose curve; as a rule, active = well fitted curve in the direction sought with a large enough effect; inconclusive = small, poorly fitted or top-dose-only effect, or another doubt; inactive = no such curve, though single readings can be large; an effect the other way counts as inactive or inconclusive. Potency is read from the fitted curve at half-maximal effect.

Values in the order: PGK inhibitor | Pol iota inh | G9a block | BAZ2B block | JMJD2A Tudor inh | Pin1 inh | HP1b binding inh | GLS inh | BLM helicase inh
O=C(Nc1c(Cl)cc2c(c1Cl)Cc1cc([N+](=O)[O-])ccc1-2)C(Cl)Cl
    i | -9% | · | · | -16% | 5% | 31% | -5% | ·
Cc1c(Cl)cccc1NC(=O)N1CCN(C(=O)c2ccco2)CC1
    4% | 65%[activator] | · | -4% | ? | ? | -9%[57 µM] | 2% | 2%
Cc1cc(Cl)ccc1C(=O)C1CCCN(C(=O)c2cscn2)C1 (stereo unspecified)
    -10% | 45%[activator] | -28% | 1% | -1% | -5% | · | -4% | -3%
Cc1cc(Oc2ccccc2)nc(SCC(=O)Nc2ccc(Cl)c(Cl)c2)n1
    -1% | -5% | 4% | -4% | -18% | -2% | 19% | -17% | -9%
COc1ccccc1C(=O)Nn1c(C2CCC2)nc2ccccc2c1=O
    -9% | 2% | -8%[59 µM] | -3% | -12% | 5% | 33% | -14% | 1%
CN1CCN(c2ccccc2NC(=O)c2ccc(-c3ccccc3[N+](=O)[O-])o2)CC1
    -1% | 36%[activator] | ? | ? | 56µM* | -3% | -31% | -5% | -1%
COc1cc(C(=O)Nc2c(C(=O)Nc3ccccc3F)oc3ccccc23)cc(OC)c1OC
    -1% | 2% | 14%[59 µM] | -1% | -14% | 4% | 32% | 3% | -2%
COc1ccccc1NC(=O)COc1ccc(-c2nn(C)c(=O)c3ccccc23)cc1
    -4%&10% | 104%&-10%[activator] | 20% | -20% | -19%&-12% | 3%&54% | 9%&28% | 1%&0% | -8%&-6%
C=CCn1c(SCC(=O)NC(=O)NCCC)nnc1C1CCCCC1
    -3% | 8% | -63%[2.33 µM] | 4% | -3% | -7% | 15% | 2% | 3%
Cc1ccc(NN=Nc2nc3c([nH]2)c(=O)n(C)c(=O)n3C)cc1
    -8% | ? | 1.6µM* | ? | 14µM* | -3% | 35µM* | 57%[activator] | -3%
O=C(/C=C/c1ccco1)NCC(=O)N/N=C/c1ccccc1[N+](=O)[O-]
    · | ? | 49%[activator][59 µM] | -9% | -14% | ? | 28% | -2% | -9%
CCOc1ccc(-c2cccc(NC(=O)c3ccco3)c2)nn1
    -5% | -2% | -4% | 4% | 0% | -6% | 23% | 2% | ·
CCCOc1cccc(NC(=O)c2c(-c3ccccc3)noc2C)c1
    -7% | 4% | 13%[59 µM] | 4% | 22% | 1% | 62% | 2% | -12%
COc1ccc(CCNC(=O)c2ccccc2-c2ccccc2C(=O)O)cc1OC
    -2% | 49%[activator] | -2% | 0% | -2% | -1% | 8% | -1% | 2%
O=C(O)c1ccccc1-c1ccccc1C(=O)Nc1ccccc1Br
    -4% | 2% | 37% | -14% | -10% | -6% | 37% | 1% | 1%

Random excerpt: 2 entries already listed.
Values in the order: PGK inhibitor | Pol iota inh | G9a block | BAZ2B block | JMJD2A Tudor inh | Pin1 inh | HP1b binding inh | GLS inh | BLM helicase inh
COc1cc(C(=O)Nc2c(C(=O)Nc3ccccc3F)oc3ccccc23)cc(OC)c1OC
    -1% | 2% | 14%[59 µM] | -1% | -14% | 4% | 32% | 3% | -2%
CCCOc1cccc(NC(=O)c2c(-c3ccccc3)noc2C)c1
    -7% | 4% | 13%[59 µM] | 4% | 22% | 1% | 62% | 2% | -12%

(next part)
Values in the order: PGK inhibitor | Pol iota inh | G9a block | BAZ2B block | JMJD2A Tudor inh | Pin1 inh | HP1b binding inh | GLS inh | BLM helicase inh
Cc1ccc(NC(=O)N2CCCC2C(=O)NCC2CCCO2)cc1 (stereo unspecified)
    0% | 20% | 1% | 2% | -9% | -4% | 26% | 5% | -1%
Nc1nc(SCC(=O)NCCC(c2ccccc2)c2ccccc2)n[nH]1
    -1% | 51%[activator] | -4%[59 µM] | 4% | -17% | 13% | 37% | 22% | -9%
O=C(N/N=C/c1ccco1)c1ccc(OCc2ccccc2)cc1
    -9% | 92%[activator] | 0% | 1% | -15% | 2% | 51%[activator] | -6% | -4%
COCCCN1C(=O)c2ccc(C(=O)Nc3ccccc3OC)cc2C1=O
    i | -2% | 2%[2.33 µM] | 0% | -1% | 1% | 34%[activator] | -23% | -1%
O=C(NC(=S)Nc1ccccc1O)c1ccccc1Cl
    6% | 52%[activator] | · | ? | -32% | -3% | -17% | ? | -4%
COC(CNC(=O)C1CCC(CNS(=O)(=O)c2c(C)cc(C)cc2C)CC1)OC (stereo unspecified)
    -5% | 3% | -3% | 1% | -17% | -2% | 35% | -2% | -2%
Cc1noc(/C=C/N(C)C)c1S(=O)(=O)N(C)Cc1ccc(F)cc1
    -7% | -25% | -39% | ? | -26% | 12% | 7% | 2% | -7%
O=C(Cn1cccc1C(=O)c1ccccc1)NCCCc1ccccc1
    -5% | 1% | 23% | -15% | -11% | -8% | 25% | 6% | -2%
CCCc1cc(=O)[nH]c(SCC(=O)Nc2ccc(C)c(S(=O)(=O)N3CCCCC3)c2)n1
    -5% | -6% | 8%[12.7 µM] | 6% | -7% | 10% | 41%[activator] | -5% | ·
COc1ccc(C(=O)C2CCCN(C(=O)c3n[nH]c4c3CCCC4)C2)cc1OC (stereo unspecified)
    -7% | 51%[activator] | 3%[0.501 µM] | 2% | -15% | -3% | 40%[activator] | 4% | -3%
CCNC(=O)NC(=O)CSc1ccc(S(=O)(=O)N(C)C2CCCCC2)cn1
    i | -13% | 11%[12.7 µM] | 8% | -11% | 6% | 3% | -3% | ·
O=C(c1ccc(Cl)cc1Cl)N1CCOCC1
    -6% | 16% | · | · | -6% | -11% | 30% | 10% | ·
Cc1nc(NC(=O)C2CC2)sc1C(=O)Nc1cccc(Cl)c1
    0% | 28% | 6%[59 µM] | -6% | -13% | -1% | 32% | 1% | -8%
CCOC(=O)N1CCc2c(sc(NCc3sccc3C)c2C(=O)Nc2cc(OC)ccc2OC)C1
    -8% | 55%[activator] | 2.8µM* | ? | 11µM* | 8% | ? | -1% | -6%
CCOC(=O)C1CCCN(c2cc(=O)n(C3CCCCC3)c(=O)[nH]2)C1 (stereo unspecified)
    · | -14% | -43% | · | -17% | 8% | 36% | 10% | -2%
CCc1ccc(NC(=O)N(Cc2ccco2)C(C)c2cccs2)cc1 (stereo unspecified)
    -5% | 9% | 7%[59 µM] | -3% | 6% | 6% | 36% | 4% | -9%
Fc1ccccc1-c1csc(=Nc2cccnc2)n1CC1CCCO1 (stereo unspecified)
    1% | 130%[activator] | -46%[59 µM] | ? | ? | 2% | -16% | 0% | -7%
Cc1c(C(=O)N(C)C)sc2c1c(=O)n(-c1ccc(Cl)c(Cl)c1)c(=O)n2CC(=O)C(C)(C)C
    1% | 8% | 4%[59 µM] | 0% | -15% | 1% | 26% | -6% | -2%
COc1ccc(CC(=O)NCc2n[nH]c(=S)n2-c2ccccc2)cc1
    -4% | 7% | 14µM* | -2% | ? | 0% | 45%[activator] | 0% | 0%
CCOC(=O)c1ccc(OCC2NCCc3cc(OC)c(OC)cc32)cc1 (stereo unspecified)
    -7% | 15% | 6%[59 µM] | 11% | -28% | -3% | 4% | -1% | 0%
Cc1nnsc1-c1nnc(SCC(=O)c2ccc(F)cc2)n1C1CC1
    -4% | 3%[58.9 µM] | -1% | -8% | -6% | 14% | 28% | 6% | -1%
CCN=C1SC(CC(=O)Nc2ccc3c(c2)OCO3)C(=O)N1CC (stereo unspecified)
    -6% | -4% | · | -9% | -10% | 1% | 15%[57 µM] | 1% | -5%
O=S(=O)(c1ccc2c(c1)OCCO2)N1CCC(c2nc3ccccc3s2)CC1
    4% | 18% | 8%[59 µM] | 1% | 4% | 4% | 18% | -1% | -1%
CCOc1nc(Nc2ccc(OC)cc2)nc(N2CCOCC2)n1
    -9% | -22% | -6% | -7% | -11% | -1% | 25% | 11% | -1%
CN(C)S(=O)(=O)NC(c1ccccc1)c1ccccc1
    -5% | 2% | 12%[12.7 µM] | 3% | -6% | -8% | 9% | -2% | -2%
COCCCNC(=O)C(C)N1c2cccc3cccc(c23)S1(=O)=O (stereo unspecified)
    -2% | 150%[activator] | 27%[12.7 µM] | -24% | ? | 3% | 3% | ? | -5%
COc1ccc(OCC(=O)NNC(=O)Cn2c(=O)cnc3ccccc32)cc1
    -6% | -4% | 71µM* | ? | -1% | -5% | 44%[activator] | -1% | ·
CC1=CC(=O)C(C(C)=Nc2ccccc2[N+](=O)[O-])C(=O)O1 (stereo unspecified)
    i | 80%[activator] | · | · | ? | 12% | 9% | 4% | ·
O=Cc1ccc2oc3nc4n(c(=O)c3c(=O)c2c1)CCCS4
    ? | 7.9µM* | ? | 56µM* | ? | ? | ? | ? | 28µM*
O=C(O)CC1SC(=Nc2cccc(O)c2)NC1=O (stereo unspecified)
    · | -4% | -7%[12.7 µM] | 4% | -23% | 3% | 12% | 17% | -3%
N#Cc1cccc(-n2nnnc2-c2ccccn2)c1
    -3% | 11% | -15% | 6% | -8% | -6% | 18% | 16% | -1%
Cc1c(Br)c([N+](=O)[O-])nn1C(C)C(=O)NCc1cccnc1 (stereo unspecified)
    -6% | 6%[58.9 µM] | 0%[59 µM] | -2% | -7% | -8% | 28% | 0% | -1%
CCc1ccc(C(C)NC(=O)c2cc(C)oc2C)cc1 (stereo unspecified)
    i | 22% | ? | -3% | -15% | 0% | ? | -2% | -4%
COc1cc(NC(=O)Cn2cnc(S(=O)(=O)N3CCCC3)c2)cc(OC)c1OC
    1%&-8% | 26%&22% | -11% | -4%&-5% | -25%&-12% | -8%&2% | 11%&-2% | 2%&7% | 3%&0%

Some of the compounds tested; count on the stated rates, not on these rows.
